BLM helicase inh = inhibitors of human Bloom syndrome helicase BLM; P54132; actives 0.2% (n = 350,000); recombinant BLM DNA unwinding, fluorescence dequenching; AID 2528; Potency, µM (titrated, usually from 56.1 µM), inactives show top-dose activity change, negative = inhibition, hits mostly inhibitors;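 also: potency is read from the fitted curve at half-maximal effect; plate controls were vehicle for no effect and no enzyme for full effect; nearly all actives have a fitted effect of over 35% in size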
Tb PGK inh = blocks T. brucei phosphoglycerate kinase | actives 0.043% (n = 380,000) | AID 602233 | PGK/GAPDH coupled, Kinase-Glo luminescence, 60 min | P07378 | Potency, µM (titrated, usually from 57.5 µM), inactives show at the highest dose activity change, negative = inhibition, actives largely listed as inhibitors; also: potency is read from the fitted curve at half-maximal effect; % is scaled to controls: 0 for no effect and ±100 for the full control effect; nearly all actives have a fitted effect of over 60% in size
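Recombinant glycosomal PGK reaction used 1,3-bisphosphoglycerate generated in-well by GAPDH (100nM final) in 100mM TEA pH 7.6, 5mM MgCl2, 0.01% Tween-20. After 60 minutes at room temperature, ATP was read by Kinase-Glo Plus luminescence end-point.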
Pol iota inh = inhibitors of human DNA polymerase iota | actives 1% (n = 390,000) | Pol iota fluorescent replication assay, 10 min | AID 588590 | Potency, µM (doses to about 115 µM), inactives show top-dose activity, negative = inhibition, usual class: inhibitors; also: potency is read from the fitted curve at half-maximal effect
Target sequence (Q9UNA4 whole entry, looked up): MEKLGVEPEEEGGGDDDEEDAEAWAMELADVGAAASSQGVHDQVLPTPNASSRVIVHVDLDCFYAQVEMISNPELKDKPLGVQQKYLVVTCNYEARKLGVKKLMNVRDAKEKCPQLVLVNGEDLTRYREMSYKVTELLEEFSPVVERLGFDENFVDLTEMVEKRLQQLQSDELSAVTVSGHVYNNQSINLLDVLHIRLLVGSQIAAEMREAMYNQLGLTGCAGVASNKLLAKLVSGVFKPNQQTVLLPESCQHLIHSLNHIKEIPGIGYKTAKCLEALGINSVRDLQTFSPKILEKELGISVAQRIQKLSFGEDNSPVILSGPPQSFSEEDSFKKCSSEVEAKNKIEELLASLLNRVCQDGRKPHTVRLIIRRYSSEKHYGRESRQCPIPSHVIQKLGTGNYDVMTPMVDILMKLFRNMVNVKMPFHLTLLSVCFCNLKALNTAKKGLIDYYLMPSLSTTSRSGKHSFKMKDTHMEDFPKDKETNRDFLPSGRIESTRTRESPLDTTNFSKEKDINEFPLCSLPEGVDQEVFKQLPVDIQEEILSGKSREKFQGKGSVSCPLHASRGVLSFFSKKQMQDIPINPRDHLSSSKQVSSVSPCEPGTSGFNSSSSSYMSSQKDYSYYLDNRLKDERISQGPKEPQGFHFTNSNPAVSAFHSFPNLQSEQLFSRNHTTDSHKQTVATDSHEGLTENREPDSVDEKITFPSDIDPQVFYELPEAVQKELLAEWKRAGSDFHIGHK
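Pol iota at 10 nM preincubated 15 min with compounds at room temperature; reaction started with fluorescent substrate, 50 nM final. Fluorescence read kinetically at 0 and 10 min; buffer-only wells as negative control.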
APE1 inh = inhibitors of human APE1 endonuclease; P27695; recombinant APE1, TAMRA/BHQ-2 abasic DNA cleavage fluorescence; Potency, µM (series often up to 65.8 µM), for the others: at the top dose activity change, negative = inhibition, actives largely listed as inhibitors; actives 0.35% (n = 350,000); AID 2517;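 also: potency is read from the fitted curve at half-maximal effect; plate controls were vehicle for no effect and reference inhibitor for full effect; nearly all actives have a fitted effect of over 55% in size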
Target sequence (P27695 whole entry, looked up): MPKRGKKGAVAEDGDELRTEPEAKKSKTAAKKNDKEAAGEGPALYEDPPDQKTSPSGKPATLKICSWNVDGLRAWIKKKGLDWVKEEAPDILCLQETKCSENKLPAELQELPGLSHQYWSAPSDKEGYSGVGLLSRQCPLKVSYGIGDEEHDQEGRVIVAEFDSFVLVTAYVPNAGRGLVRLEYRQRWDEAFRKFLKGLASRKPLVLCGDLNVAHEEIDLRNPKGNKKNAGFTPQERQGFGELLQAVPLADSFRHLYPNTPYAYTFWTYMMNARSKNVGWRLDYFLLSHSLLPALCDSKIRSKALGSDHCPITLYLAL
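Readout is kinetic fluorescence (ex 525, em 598 nm) from cleavage of 50 nM TAMRA/BHQ-2 THF abasic duplex by 0.75 nM APE1, compound added 15 min beforehand at RT.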
Pol kappa inh = DNA polymerase kappa (human) inhibition; purified Pol kappa, fluorescent DNA synthesis assay, 10 min; Potency, µM (series often up to 107 µM), for the others: at the highest dose activity, negative = inhibition, usual class: inhibitors; actives 0.53% (n = 400,000); Q9UBT6; also: potency is read from the fitted curve at half-maximal effect; % is scaled to controls: 0 for no effect and ±100 for the full control effect
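50 nM final substrate added after 15 min RT preincubation of 10 nM Pol kappa with compound; fluorescence read at 0 and 10 min.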
Pol eta inh = inhibitors of human DNA polymerase eta; Q9Y253; recombinant Pol eta, fluorescent DNA replication assay; Potency, µM (highest dose often 114 µM), inactives show top-dose activity change, negative = inhibition, actives largely listed as inhibitors; actives 1.2% (n = 390,000); AID 588591; also: potency is read from the fitted curve at half-maximal effect; % is scaled to controls: 0 for no effect and ±100 for the full control effect
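Pol eta (10 nM) was preincubated with compounds for 15 min at room temperature, after which fluorescent replication substrate (50 nM final) was added to start the reaction. Fluorescence was read kinetically at 0 and 10 min.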
RXFP1 antagonist = antagonists of human relaxin receptor RXFP1. activity change, negative = inhibition, % at 57.5 µM. AID 1259400. HEK293-RXFP1, relaxin-stimulated cAMP HTRF, 30 min; hits give low values. actives 0.59% (n = 350,000);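 active = activity change of -60% or lower, but not beyond a set lower limit; inconclusive = change between -60% and -40%, or beyond the set limit; inactive = change above -40%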; also: % is scaled to controls: 0 for no effect and ±100 for the full control effect
POLB inh = blocks human DNA polymerase beta activity; P06746; Pol beta primer extension/strand displacement, fluorescence kinetic; Potency, µM (highest dose often 114 µM), for inactives: at the top dose activity change, negative = inhibition, actives largely listed as inhibitors; actives 1.3% (n = 340,000); AID 485314; also: potency is read from the fitted curve at half-maximal effect; % is scaled to controls: 0 for no effect and ±100 for the full control effect
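10 nM enzyme + cpd, 15 min RT; start with substrate 50 nM final; read 0 min and after 10 min RT. Corrected, normalized data; 4-parameter Hill curve fit.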
Apoferritin bind = candidate novel general anesthetic via apoferritin binding; P02791; apoferritin/1-aminoanthracene competitive binding, fluorescence; actives 0.074% (n = 350,000); AID 485281; Potency, µM (doses to about 77.5 µM), inactives show at the highest dose activity change, negative = displacement, actives largely listed as inhibitors; also: potency is read from the fitted curve at half-maximal effect; % is scaled to controls: 0 for no effect and ±100 for the full control effect; nearly all actives have a fitted effect of over 20% in size
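Concentration-response curves derived by four-parameter Hill fitting of normalized fluorescence, where compounds displaced 1-AMA from 10 uM horse apoferritin following a brief 10 min room-temperature incubation; propofol titration acted as positive control.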
* = called active by the depositor; i = inactive; ? = inconclusive; . = no result given; [ ] = another dose, or the depositor's remark. Unless noted, calls follow the shape of the dose curve; as a rule, active = well fitted curve in the direction sought with a large enough effect; inconclusive = small, poorly fitted or top-dose-only effect, or another doubt; inactive = no such curve, though single readings can be large; an effect the other way counts as inactive or inconclusive. Only part of the results is shown. The share of hits here may be higher or lower than overall.

Fields – Pol eta inh | RXFP1 antagonist | Apoferritin bind | Tb PGK inh | Pol iota inh | Pol kappa inh | POLB inh | BLM helicase inh | APE1 inh
- COc1ccc(S(=O)(=O)C(C#N)c2nc3ccccc3nc2N2CCCCC2)cc1 (stereo not drawn)
  ? | 3.3 | -2.1% | -1.8% | 29.3% | -10.3% | -4.1% | -4.3% | ?
- O=P(c1cccs1)(c1cccs1)c1cccs1
  1.7% | 1.9 | -20.8% | i | 5.5% | -8.5% | -18.3% | -2.1% | 1.4%
- Cc1ccccc1CN1CCN(S(=O)(=O)c2cccc3nsnc23)CC1
  2.7% | -7.6 | -20.7% | -3.3% | -6.1% | -4.1% | 0.8% | -4.9% | -25.6%
- COc1ccc(S(=O)(=O)N2CCOC2CNC(=O)C(=O)NCc2ccco2)cc1C (stereo not drawn)
  1.4% | 7.4 | -17.2% | -7.7% | -3.2% | -14.0% | 10.4% | -1.1% | 12.2%
- COc1ccc2c(c1)c(=O)oc1cc(OCC(=O)N3CCC(C)CC3)ccc12
  79.4µM* | 14.1 | 10.5% | ? | 17.8µM* | ? | 22.4µM* | -28.2% | 15.8µM*
- COCCn1c(SCC(=O)c2ccccc2)nc2c(c1=O)SC(C)C2 (stereo not drawn)
  -1.9% | -8.5 | -19.7% | -6.5%[11.5 µM] | 14.2% | -5.2% | 11.1% | -0.9% | -3.9%
- CC(=O)Nc1ccc(-c2cc(C(=O)O)c3ccc(C)cc3n2)cc1
  -7.3% | 12.1 | 7.2% | i | 20.6% | 5.0% | 26.1% | -5.5% | 11.1%
- C=CCN1C(=O)NC(c2ccc(OC)cc2)(C(F)(F)F)S/C1=C(\C#N)c1nnc(N2CCOCC2)n1-c1ccccc1 (stereo not drawn)
  -23.8% | -19.9 | -22.8% | 5.9% | 53.9%[activator] | -13.4% | -23.5% | -7.6% | -0.7%
- O=C(NC1CC1)C1CCCN1S(=O)(=O)c1ccc2ccccc2c1 (stereo not drawn)
  -10.2% | -6.7 | -1.2% | 5.3% | 15.8% | 1.2% | -24.5% | -1.9% | -3.6%
- CCN(CC)c1ccc(NC(=O)Nc2ccccc2)cc1
  -4.5% | -14.0 | -22.7% | -4.6% | 126.5%[activator] | -14.7% | -21.1% | -1.6% | 33.0%

Further records.
Fields – Pol eta inh | RXFP1 antagonist | Apoferritin bind | Tb PGK inh | Pol iota inh | Pol kappa inh | POLB inh | BLM helicase inh | APE1 inh
- COc1ccccc1Nc1nc2ccccc2[nH]1
  -23.5% | -8.7 | 3.3% | 1.5% | 31.3%[activator] | -10.0% | 21.6% | -5.7% | 5.8%
- Cc1cc(C)c(C#N)c(SC2CCCCC2=O)n1 (stereo not drawn)
  -1.1% | -11.6 | -14.6% | 4.4% | 2.6% | -5.3% | -19.3% | -2.8% | -3.8%
- CCc1nnc(NC(=O)c2cc(-c3ccccn3)nc3ccccc23)s1
  -3.5% | 0.5 | -3.4% | 5.7% | 0.6% | -10.5% | 12.6% | -0.5% | 15.1%
- Cc1cccc(NC(=O)CSc2nc3ccc(NC(=O)CSc4nnnn4-c4ccccc4)cc3s2)c1C
  . | . | -15.2% | . | . | . | -10.4% | -7.7% | -7.1%
- O=C(Cn1c(=O)c2sccc2n(Cc2cccc([N+](=O)[O-])c2)c1=O)NCCc1ccccc1
  -14.4% | 1.1 | -7.4% | i | 12.0% | -5.8% | -3.0% | 4.7% | -5.3%
- COc1ccc(C(C2C(=O)CC(C)(C)CC2=O)C2C(=O)CC(C)(C)CC2=O)cc1
  13.0% | 4.3 | -12.5% | 0.4% | ? | -7.0% | 12.0% | -1.8% | 0.1%
- Cc1ccc(C)c(NC(=O)c2cc(S(=O)(=O)N3CCN(c4cccc(Cl)c4)CC3)ccc2F)c1
  2.2% | 1.4 | -11.3% | -5.4% | -5.9% | -9.5%[60.1 µM] | 3.8% | -7.6% | .
- COC(OC)c1ccc(C#N)c(SCc2ccc(C)cc2)n1
  -10.2% | -14.7 | -19.6% | 7.0% | -1.4%[58.9 µM] | -9.7% | 7.0% | 0.4% | 6.8%
- CCOC(=O)c1c(C)[nH]c(C(=O)COC(=O)CCS(=O)(=O)c2ccc(C)cc2)c1C
  -17.8% | -10.2 | 5.5% | -13.1% | 45.5%[activator] | -1.9% | 38.9% | 0.4% | 15.1%
- COc1ccc(OCC(=O)Nn2c(-c3ccc(OC)cc3)nc3ccccc3c2=O)cc1
  -11.6% | 6.8 | -6.1% | -8.8% | 2.6% | -15.5% | 29.9% | 0.2% | -0.9%

More records:
Fields – Pol eta inh | RXFP1 antagonist | Apoferritin bind | Tb PGK inh | Pol iota inh | Pol kappa inh | POLB inh | BLM helicase inh | APE1 inh
- O=S(=O)(CCc1nc2ccccc2s1)c1ccc2ccccc2c1
  -17.2% | -13.1 | -10.8% | -2.7% | 4.8% | -14.1% | -21.4% | -3.1% | 3.5%
- COc1ccc(C(=O)NCc2nnc(SCC(=O)Nc3nc4ccccc4s3)o2)cc1
  -14.2% | -25.6 | 5.6% | i | -16.6% | 1.6% | 23.7% | -2.3% | -4.9%
- CC(=O)N1CCN(C(=O)CNC(=O)c2ccc(Br)o2)CC1
  -15.2% | -1.6 | -4.3% | -9.5% | 20.9% | -4.3% | -18.1% | -0.7% | 36.9%
- COc1cc(OC)c(NC(=O)Nc2cccc(OCc3cc(=O)n4ccccc4n3)c2)cc1Cl
  -2.5% | 8.8 | -10.1% | -9.3% | ? | -16.8%[60.1 µM] | ? | ? | .
- Cc1ccc(C(=O)NCc2ccc3c(c2)OCO3)c(C)c1
  2.4% | 10.5 | -10.7% | 4.6% | 168.9%[activator] | -3.5% | -0.3% | -4.2% | 22.6%
- Cc1cc(C)c2cc(CN(CCCN(C)C)C(=S)NCc3ccccc3)c(=O)[nH]c2c1
  -17.5% | -11.9 | -16.4% | i | 108.6%[activator] | -21.5% | 1.7% | 4.5% | 0.2%
- CC1CCCN(C(=O)COC(=O)Cn2cnc3ccccc32)C1 (stereo not drawn)
  -17.2% | -18.8 | . | -0.2% | 30.4%[activator] | 7.5% | . | . | 9.7%
- CC1=Nc2ccccc2/C1=C/c1nc(-c2ccc(C)s2)oc1O
  -1.6% | -4.4 | -11.8% | 8.8% | -1.7% | -1.9% | 2.5% | -6.6% | -11.9%
- CCCCc1nc2cc(Cl)ccc2o1
  -7.7% | 13.8 | -2.6% | 0.5% | -15.1% | -6.6% | 0.8% | -3.2% | -2.7%
- O=C(CN1C(=O)NC2(CCOc3ccccc32)C1=O)NCc1ccccc1 (stereo not drawn)
  4.8% | -7.5 | . | -5.8% | 45.6%[activator] | -15.0% | . | . | -9.2%

Next part
Fields – Pol eta inh | RXFP1 antagonist | Apoferritin bind | Tb PGK inh | Pol iota inh | Pol kappa inh | POLB inh | BLM helicase inh | APE1 inh
- COc1cccc2cc(C(=O)Oc3ccc(NC(C)=O)cc3)c(=O)oc12
  -16.4% | 4.0 | 15.0% | i | 151.1%[activator] | -2.3% | 20.7% | 5.1% | 14.2%
- O=C(CCNS(=O)(=O)c1ccc2c(c1)CCN2C(=O)C1CC1)N1CCN(c2ccccc2F)CC1
  -1.6% | . | 0.2% | -2.9% | -17.1% | -10.4%[60.1 µM] | 7.0% | 2.9% | .
- Cc1ccc(COC(=O)c2[nH]c3c(c2C)C(=O)CC(c2ccc(N(C)C)cc2)C3)cc1 (stereo not drawn)
  -17.6% | -3.8 | ? | i | 9.2% | 8.9% | -5.2% | -2.6% | .
- CC1(C)Cc2nc(N3CCOCC3)c(C#N)cc2CO1
  2.2% | 17.5 | 2.8% | i | 10.2% | -7.1% | -2.9% | -7.0% | 5.3%
- Cc1ccc(C(=O)N2CCCC(C(=O)Nc3cccc(-c4ccc(F)cc4)c3)C2)cn1 (stereo not drawn)
  -14.7% | -5.2 | -0.7% | -4.1% | 17.4% | 5.0% | -27.3% | -4.4% | 24.7%
- CCOC(=O)N1CCN(c2c(NCCc3ccc(OCC)c(OCC)c3)c(=O)c2=O)CC1
  9.2% | 12.5 | -6.6% | i | 2.0% | -16.6% | -14.9% | -1.0% | 3.3%
- COc1ccc(C(=O)NC(Cc2ccc(OC(=O)c3ccc(OC)cc3)cc2)C(=O)O)cc1 (stereo not drawn)
  -15.6% | -8.8 | -5.2% | -7.6% | -10.4% | 3.6% | 15.4% | 1.3% | 3.7%
- O=C(COC(=O)c1cc([N+](=O)[O-])ccc1N1CCOCC1)c1ccc(F)cc1
  -9.9% | 0.4 | . | -4.8% | -13.6% | -0.8% | . | . | 19.7%
- CCCCN(C(=O)c1ccc(S(=O)(=O)N2CCCCC2)cc1)C1CCS(=O)(=O)C1 (stereo not drawn)
  -13.1% | -4.6 | . | -11.8% | 7.6% | -11.6% | . | . | 3.9%
- CCN(CC)C(=O)COc1ccc2c(-c3ccc(OC)cc3)cc(=O)oc2c1
  -7.3% | 5.1 | ? | -11.5% | 4.3% | -20.9% | -11.1% | 1.7% | -13.1%

(listing goes on)
Fields – Pol eta inh | RXFP1 antagonist | Apoferritin bind | Tb PGK inh | Pol iota inh | Pol kappa inh | POLB inh | BLM helicase inh | APE1 inh
- Cc1cc(Cl)ccc1NC(=S)Nc1ccccn1
  -7.6% | -9.7 | 1.2% | i | 20.6% | 2.1%[60.1 µM] | 21.3% | -0.1% | 18.2%
- CCOC(=O)CN1C(=O)C(O)(CC(=O)c2ccco2)c2ccccc21 (stereo not drawn)
  ? | 2.0 | -10.9% | -4.8% | 1.8% | -15.3% | 2.6% | -2.3% | -9.3%
- COc1cc(/C=C/C(=O)O)cc(S(=O)(=O)N(CC(C)C)CC(C)C)c1OC
  1.6% | -17.4 | -8.2% | -4.7% | -8.9% | 1.7% | 8.0% | 1.3% | 0.8%
- CCOc1cc(CNCCSc2nnnn2C)cc(Cl)c1OCc1ccc(Cl)cc1
  -7.5% | -13.2 | 178.7%[activator] | -3.1% | -9.7% | -17.7% | -0.9% | -8.6% | .
- Cc1ccccc1N(C)S(=O)(=O)c1nnc(NC(=O)C(C)C)s1
  -13.7% | 12.6 | -14.9% | -1.2% | 170.2%[activator] | -15.0% | 0.9% | -0.9% | .
- COc1ccc(Cl)cc1NC(=O)CN(C)S(=O)(=O)c1ccc2c(c1)CCCN2C(C)=O
  -28.2% | -14.1 | -8.1% | -10.0% | 22.6% | -5.4%[60.1 µM] | 2.9% | -0.4% | .
